# Screens from PubChem BioAssay.
# D1 agonist – activates the human D1 dopamine receptor; HEK293 T-REx D1 cells, calcium flux, agonist mode; activation, % at 2 µM; actives 1% (n = 360,000); AID 504660; further: 0% is about no effect
#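 Agonism was scored from calcium flux recorded over 180 s (1 read/s) after pintool compound addition, following a 10-cycle baseline. Cells were inducible force-coupled HEK293 TREx D1, plated overnight at 30 C and loaded with no-wash calcium dye.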
# D2 antagonist – antagonists of human D2 dopamine receptor. inhibition, % at 10 µM. HEK293 TREx D2 cells, calcium flux, dopamine EC80. AID 485344. actives 2% (n = 340,000); in the data active means inhibition above about 30%; further: 0% is about no effect
#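 Measurement of antagonist activity uses fluorescent calcium dye in inducible HEK293 T-REx D2 cells: 10 s baseline, compound addition with 180 s read, EC80 dopamine addition with a further 180 s read.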
# D1 PAM – enhances dopamine response at the human D1 receptor | P21728 | HEK293 TREx D1 cells, calcium flux, dopamine EC20 potentiation | potentiation, % at 10 µM | actives 0.036% (n = 360,000); in the data active means potentiation above about 30%; further: 0% is about no effect
# D1 antagonist – blocks dopamine activation of the human D1 receptor; AID 504652; P21728; activity change, negative = inhibition, % at 10 µM; HEK293 TREx D1 cells, calcium flux, dopamine EC80; stronger effect = lower value; actives 3.2% (n = 360,000); in the data active means activity change below about -30%; further: on the % scale 0 is the no-effect control and ±100 the full control effect
#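 Allosteric or orthosteric antagonism assessed as attenuation of the calcium response to EC80 dopamine, added 180 s after compound, in induced HEK293 Trex D1 cells loaded with no-wash calcium dye.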
# TRHR agonist – activates the human TRH receptor | P34981 | TRHR cells, calcium flux fluo-8, FDSS agonist mode | activation, % at 2 µM | actives 0.18% (n = 360,000); further: 0% is about no effect
#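 TRHR-expressing cells loaded with fluo-8 calcium dye; 23 nL library compound pin-transferred, kinetic FDSS fluorescence (Ex 480/Em 530) recorded about 180 s for agonist-induced calcium release, before a 10 nM TRH EC20 addition for potentiator mode.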
# D2 ag – D2 dopamine receptor (human) agonism; activation, % at 2 µM; P14416; HEK293 T-REx D2 cells, calcium flux agonist mode; actives 0.53% (n = 340,000);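 active means activation over 3 SD above normal in the single-dose calcium agonist read, cut at about 30% in these data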; further: 0% is about no effect
#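 Agonism scored from kinetic calcium signal (1 read/sec, 180 s) following compound pin transfer, after a 10 s baseline. Cells: HEK293 Trex line expressing inducible D2 receptor coupled to calcium, dye-loaded after overnight culture at 30 C.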
# TRHR PAM – allosterically enhances the human TRH receptor; P34981; TRHR cells, fluo-8 calcium fluorescence, EC20 TRH enhancement; enhancement, % at 2 µM; actives 0.66% (n = 360,000); AID 493056; in the data active means enhancement above about 30%; further: 0% is about no effect
#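 TRHR-expressing cells loaded with fluo-8 calcium dye were read kinetically (ex 480/em 530) during compound addition, then stimulated with an EC20 of TRH (10 nM final). Enhancement of the Gq-mediated intracellular calcium response was scored.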
# D2 potentiator – D2 dopamine receptor (human) potentiation. potentiation, % at 10 µM. actives 0.34% (n = 340,000). AID 485347. P14416. HEK293 T-REx D2, calcium flux, EC20 dopamine potentiation;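 active means potentiation over 3 SD above the plate norm, cut at about 30% in these data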; further: 0% is about no effect
#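 Cells plated with tetracycline inducer and held overnight at 30 C; calcium dye loaded 30–90 min at room temperature; baseline taken, compound added and read 180 s; EC20 dopamine then added and read 180 s.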
# RXFP1 antagonist – RXFP1 (human) relaxin receptor antagonism | actives 0.59% (n = 350,000) | HEK293-RXFP1, relaxin-stimulated cAMP HTRF, 30 min; stronger effect = lower value | activity change, negative = inhibition, % at 57.5 µM | Q9HBX9;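 active means activity change of -60% or lower, but not beyond a set lower limit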; further: on the % scale 0 is the no-effect control and ±100 the full control effect
# Target sequence (Q9HBX9 whole entry, looked up): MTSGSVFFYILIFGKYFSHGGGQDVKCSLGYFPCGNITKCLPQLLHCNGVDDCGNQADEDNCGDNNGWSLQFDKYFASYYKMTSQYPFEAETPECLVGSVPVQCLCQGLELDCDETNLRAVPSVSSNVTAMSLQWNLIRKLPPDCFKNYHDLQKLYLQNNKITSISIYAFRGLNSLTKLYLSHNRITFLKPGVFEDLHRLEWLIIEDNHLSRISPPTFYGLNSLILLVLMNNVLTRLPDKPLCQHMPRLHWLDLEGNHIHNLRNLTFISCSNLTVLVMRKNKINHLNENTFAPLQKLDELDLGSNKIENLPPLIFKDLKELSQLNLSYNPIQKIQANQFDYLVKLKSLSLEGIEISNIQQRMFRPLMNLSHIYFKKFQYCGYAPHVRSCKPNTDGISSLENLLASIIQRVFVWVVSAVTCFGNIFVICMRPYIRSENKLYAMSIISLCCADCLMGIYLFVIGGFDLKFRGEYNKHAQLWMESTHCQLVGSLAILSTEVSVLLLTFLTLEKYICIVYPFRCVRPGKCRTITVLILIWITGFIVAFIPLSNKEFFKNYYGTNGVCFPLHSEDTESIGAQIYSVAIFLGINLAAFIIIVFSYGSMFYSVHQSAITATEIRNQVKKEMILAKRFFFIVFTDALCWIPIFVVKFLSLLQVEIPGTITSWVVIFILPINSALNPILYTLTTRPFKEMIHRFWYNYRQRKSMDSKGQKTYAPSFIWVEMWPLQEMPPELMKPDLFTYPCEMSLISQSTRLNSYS
# Active calls of the source: *; / = not tested or not shown; & = joins results of further samples. Unless noted, no stated cut-off is given here; in the data, active means activation above about 30%; inactive means the rest.
# Order of results – D1 agonist	D2 antagonist	D1 PAM	D1 antagonist	TRHR agonist	D2 ag	TRHR PAM	D2 potentiator	RXFP1 antagonist
> C(=N\Nc1ccccc1)/c1nc2ccccc2s1
 : 3	9	3	5	1.5	-0.3	4	2	-1
> COc1ccc(/C=N/Nc2nc3ccccc3c(=O)[nH]2)cc1
 : 1	-1	5	3	0.1	-0.7	14	-5	-7
> COCCNC(=O)c1cc2sc3ccccc3c2s1
 : 4	-17	-11	-11	-1.5	-1.6	2	9	-12
> CCN(C(=O)Cn1cnc2onc(-c3ccc(F)cc3)c2c1=O)c1ccc(OC)cc1
 : 2	/	-2	-14	0.2	0.8	14	-3	/
> CCN(CC)S(=O)(=O)c1ccc2c(c1)N(CC(=O)N1CCN(c3ccc(Cl)cc3)CC1)C(=O)CO2
 : -1	/	-5	8	-1.0	-1.0	24	12	-6
> O=C(c1ccccc1Br)N1CCC(c2nc3ccccc3o2)CC1
 : 4	/	-1	-8	0.3	1.1	5	9	-9
> CCC1(C)Cc2c(sc3nnn(CC(=O)Nc4ccccc4C)c(=O)c23)CO1 (stereo not drawn)
 : 0	-11	4	-3	0.2	0.4	9	6	-11
> COc1cccc(-c2cc(C(=O)N3CCc4ccccc4C3)no2)c1
 : 6	-17	-9	-2	-0.3	1.2	18	11	39
> Cc1ccc(Sc2c(C(=O)Nc3ccc(F)cc3F)c(C(F)(F)F)nn2C)cc1
 : 10	-4	1	-23	0.4	-0.3	-4	-6	-6
> O=C(NC1CCSC1=O)C1CCCCC1 (stereo not drawn)
 : 0	-5	-4	4	0.7	0.3	-7	-1	-8
> Cc1ccc(N2CC(C(=O)N3CCCCCC3)CC2=O)cc1 (stereo not drawn)
 : 2	-13	-3	1	0.1	0.6	-3	16	4
> COc1ccc(S(=O)(=O)N(CC(=O)Nc2ccc(F)c(Cl)c2)c2ccc(C)cc2)cc1OC
 : 5	/	-3	-14	0.1	0.0	5	10	/
> COc1cccc(OC)c1C(=O)Nc1cccc(C(=O)Nc2cccc(C(=O)O)c2)c1
 : 0	11	-8	4	0.7	1.0	-6	4	-12
> Cc1nnc(N2CCC(C(=O)NC(C)C)CC2)c2nn(-c3ccccc3)c(C)c12
 : 0	/	-1	0	-0.2	-0.1	28	21	-1
> NS(=O)(=O)c1ccc(CCNC(=O)c2ccc(CS(=O)(=O)c3ccc(Br)cc3)o2)cc1
 : 6	-6	3	6	0.0	-0.2	-2	22	9
> COCCCNC(=O)CSc1nc2cc3c(cc2c(=O)n1CCCC(=O)NCc1ccc2c(c1)OCO2)OCO3
 : -1	/	-3	12	-0.3	0.4	4	7	-21
> CN(C)CCNC(=S)Nc1ccccc1Cl
 : 2	-5	-5	10	0.1	1.2	-2	-4	-1
> C=CCC(C=C)S(=O)(=O)c1ccc(C)cc1 (stereo not drawn)
 : 1	13	-4	/	-0.7	-0.3	1	-11	4
> COC(=O)c1ccccc1NC(=O)C1CCCN(S(=O)(=O)c2ccc(OC)cc2)C1 (stereo not drawn)
 : 7	-12	-2	3	-1.2	-0.2	0	4	-5
> CCC(C)n1c(OC)nc2c1c(=O)n(C)c(=O)n2C (stereo not drawn)
 : 4	6	11	-3	0.3	-0.4	2	-14	1

# Structures listed so far that have two or more sulfur atoms, in the order listed:
# Order of results – D1 agonist	D2 antagonist	D1 PAM	D1 antagonist	TRHR agonist	D2 ag	TRHR PAM	D2 potentiator	RXFP1 antagonist
> COCCNC(=O)c1cc2sc3ccccc3c2s1
 : 4	-17	-11	-11	-1.5	-1.6	2	9	-12
> NS(=O)(=O)c1ccc(CCNC(=O)c2ccc(CS(=O)(=O)c3ccc(Br)cc3)o2)cc1
 : 6	-6	3	6	0.0	-0.2	-2	22	9

# Next section:
# Order of results – D1 agonist	D2 antagonist	D1 PAM	D1 antagonist	TRHR agonist	D2 ag	TRHR PAM	D2 potentiator	RXFP1 antagonist
> O=C(Nc1ccccc1C(=O)N1CCNCC1)c1ccco1
 : 2	7	-1	4	0.3	-0.3	-6	9	/
> CCC1CCCCN1CCCNC(=O)c1cc2c(=O)[nH]c3ccccc3c2n1C (stereo not drawn)
 : 0	-8	-2	26	0.0	0.3	0	2	-1
> O=C(COc1ccc2ccccc2c1)NNC(=O)C(=O)Nc1ccccc1
 : 2	29	-6	-4	0.0	1.1	-2	-11	-33
> COc1ccc(CCNC(=O)c2ccc(OCC(=O)N3CCOCC3)c(OC)c2)cc1OC
 : 3	-5	1	-42*	0.3	1.7	4	2	-15
> CCOC(=O)C1(Cc2cccc(Cl)c2)CCCN(C(=O)c2ccc(COC)s2)C1 (stereo not drawn)
 : 6	-9	-10	-7	-0.3	-0.3	3	5	-11
> COC(=O)c1ccccc1NC(=O)C1CC(=O)N(c2ccc(C)c(C)c2)C1 (stereo not drawn)
 : 0	1	13	-8	-0.4	1.1	8	5	-6
> COc1ccc(C2c3c(oc4ccccc4c3=O)C(=O)N2c2ccccn2)cc1OC (stereo not drawn)
 : 13	11	-6	-27	-0.3	-0.3	1	3	5
> CCOC(=O)CSc1ncc(-c2ccccc2)cn1
 : 0	-4	6	6	-0.2	1.3	0	-2	-24
> CCN(CC(=O)Nc1ccc(NC(C)=O)cc1)C(=O)c1ccc(C(=O)c2ccccc2)cc1
 : 1	-9	9	14	0.4	0.0	1	-2	0
> Cc1[nH]c2ccccc2c1SCc1nnc(SCc2ccccc2)n1C
 : 7	12	-6	-22	-0.8	-1.5	-12	-3	18
> CCCCc1ccc(NC(=O)Cn2cnc3c(oc4ccccc43)c2=O)cc1
 : 4	/	-3	-18	0.0	0.7	-6	-1	-4
> CSc1nc(C)cc(Oc2ccc(=O)[nH]n2)n1
 : 9	-13	3	24	0.3	3.6	-5	10	6
> CCCCN(C)C(=O)Cn1c(SCC(=O)Nc2ccc(C)c(C)c2)nc2ccccc21
 : 2	/	3	5	0.1	0.3	-7	-3	0
> CCOc1cc(CN2CCSCC2)ccc1O
 : -3	1	5	11	0.3	0.3	4	-4	11
> COc1ccc(C2=CC3=C(Br)C(=O)C(C)(OC(=O)c4ccco4)C(=O)C3=CO2)cc1 (stereo not drawn)
 : 12	-2	-1	11	4.8	0.9	15	-3	/
> NC(=O)COC(=O)CN1C(=O)C2CCCCC2C1=O (stereo not drawn)
 : 0	2	3	7	0.6	1.4	-1	-3	1
> O=C(O)c1ccccc1C(=O)N1CC=C(c2ccccc2)CC1
 : 2	4	-3	-39*	0.7	29	-1	-18	-15
> CN1CCN(C(=O)CSc2cc(=O)n(C)c3ccccc23)CC1
 : 2	4	0	0	0.8	0.2	5	-6	-3
> CS(=O)(=O)c1ccc(-c2cccc(NC(=O)COc3ccc(Cl)cc3)c2)nn1
 : 0	23	-2	5	-0.1	1.0	2	2	6
> CCN(CC)C(=O)Cn1c(=O)n(CCCC(=O)NCc2ccc3c(c2)OCO3)c(=O)c2sccc21
 : 1	-2	-3	0	-0.9	-0.7	-1	17	-4

# Reformatted: entries from further up
CN1CCN(C(=O)CSc2cc(=O)n(C)c3ccccc23)CC1
  D1 agonist: 2
  D2 antagonist: 4
  D1 PAM: 0
  D1 antagonist: 0
  TRHR agonist: 0.8
  D2 ag: 0.2
  TRHR PAM: 5
  D2 potentiator: -6
  RXFP1 antagonist: -3
CS(=O)(=O)c1ccc(-c2cccc(NC(=O)COc3ccc(Cl)cc3)c2)nn1
  D1 agonist: 0
  D2 antagonist: 23
  D1 PAM: -2
  D1 antagonist: 5
  TRHR agonist: -0.1
  D2 ag: 1.0
  TRHR PAM: 2
  D2 potentiator: 2
  RXFP1 antagonist: 6

# Continuation:
# Order of results – D1 agonist	D2 antagonist	D1 PAM	D1 antagonist	TRHR agonist	D2 ag	TRHR PAM	D2 potentiator	RXFP1 antagonist
> O=C(c1ccc(S(=O)(=O)Nc2ccccc2)cc1)N1CCCC1
 : 6	-7	0	7	0.1	0.4	6	0	-1
> COc1cc(OC)cc(C(=O)NC(C(=O)O)C23CC4CC(CC(C4)C2)C3)c1 (stereo not drawn)
 : 0	6	-4	1	0.2	1.1	0	0	-12
> CC(C)(C)OC(=O)N1CCC(c2c(C(=O)N3CCN(c4ncccn4)CC3)cnn2-c2cccc(F)c2)CC1
 : 2	/	-8	1	0.8	1.0	-3	-8	-2
> Cc1ccc(-n2cc(CNCCCn3ccnc3C)c(-c3ccc(F)cc3)n2)cc1
 : 5	6	6	3	4.6	-0.5	-2	-4	-19
> COc1cc2nc3occc3c(OC)c2cc1OC
 : -2	-5	-3	40	-0.3	-0.2	-2	4	/
> Cc1ccc(C2(C(F)(F)F)N=C3Sc4cc(C)cc(C)c4N3C(=O)N2)cc1 (stereo not drawn)
 : 1	2	-1	9	0.0	0.2	-4	-12	-5
> Cc1ccc(-c2csc3ncnc(N4CCN(c5ccccc5O)CC4)c23)cc1
 : 4	-27	4	0	-0.3	-0.7	2	13	-8
> COCCn1c(=NC(=O)C(C)(C)C)sc2cc([N+](=O)[O-])ccc21
 : 1	-5	-8	-1	-0.4	0.8	-1	-3	29
> COc1ccc(C(=O)N2CCN(c3cccc(Cl)c3)CC2)c(OC)c1
 : 10	28	3	-4	0.6	2.9	-10	-1	-2
> Cc1ccc(NC(=O)C2CC(=O)n3c(nc4ccccc43)N2)cc1Cl (stereo not drawn)
 : 3	-6	-8	26	1.3	3.9	45*	11	8
> CCOc1ccc(CCNC(=O)Cn2nc(C)c3c(C)n(-c4ccccc4)nc3c2=O)cc1OCC
 : 1&4	-7	0&-1	5&8	-0.7&-0.6	-0.8&-0.2	-6&1	-5&4	1&-2
> CN(Cc1nccs1)C(=O)c1ccc(OC2CCN(Cc3ccccn3)CC2)cc1
 : 3	4	-7	-1	0.6	0.6	-3	8	1
> Cc1cc(C)c(C)c(S(=O)(=O)NCc2ccc(C(=O)N3CCOCC3)cc2)c1C
 : 8	-7	-7	-2	0.2	-1.1	4	13	-4
> CCc1ccccc1N1CC(C(=O)O)CC1=O (stereo not drawn)
 : 1	4	0	-8	-0.8	0.9	-2	1	-5
> Cc1nc2ccccc2c(=O)n1/N=C/c1ccccn1
 : 0	-8	0	4	0.0	0.1	-2	1	7
> Cc1ccc(NC(=O)CSc2nnc(NC(=O)CN3CCOCC3)s2)cc1
 : 7	5	5	7	-0.2	-2.4	10	5	3
> O=C(CCl)Nc1cccc(S(=O)(=O)NC2=NCCC2)c1
 : 5	/	2	11	-0.3	/	-7	/	-1
> O=C(CN(c1ccc(Cl)cc1)S(=O)(=O)c1ccc(Cl)c([N+](=O)[O-])c1)NCCc1ccc(F)cc1
 : 0	-1	-2	-8	0.5	3.0	6	-7	-9
> COc1ccc(OCCOC(=O)c2cccs2)cc1
 : 1	6	-2	-4	0.6	-1.5	2	-1	-5
> O=C(COc1ccc(OCc2ccccc2)cc1)NC1CCOC1=O (stereo not drawn)
 : 15	1	-8	-12	-0.9	0.6	13	10	-6
> CCOC(=O)c1cc(CC)sc1NC(=O)COC(=O)c1cc[n+]([O-])cc1
 : 2	4	2	-15	-0.6	0.3	2	3	-3
> Cc1ccc(NC(=O)C(=O)NCCCN2CCCC2=O)cc1
 : -1	-25	8	7	-0.2	-0.3	17	19	-11
> O=C(NCc1ccc(F)cc1)c1ccc2c(c1)N(Cc1c(F)cccc1Cl)C(=O)CS2
 : 6	/	-1	-13	0.7	0.2	-7	-7	/
> O=C(COC(=O)c1ccco1)NCc1ccc2c(c1)OCO2
 : 1	0	-2	-17	0.2	-0.1	0	-1	0
